# Compound activity: PubChem BioAssay, several laboratories
# KKLEB cytotox: counter-screen for CF NF-kB inhibitors: cytotoxicity | activity change (cytotoxicity), % at 5 µM | AID 602141 | 0.36% of 360,000 active | KKLEB CF airway cells viability, ATPlite luminescence, overnight; stronger effect = lower value; cells stimulated with P. aeruginosa culture filtrate;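 active = corrected activity change at or below -50% at 5 µM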
# TRPM1 prom inh: inhibitors of MITF-driven TRPM1 promoter in melanoma cells; AID 488899; inhibition, % at 12.5 µM; SK-MEL-5 TRPM1 promoter luciferase, 24 h; 0.83% of 330,000 active;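 active = mean inhibition across replicates of 60% or more, whatever share of single replicates reaches that level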; note: values of inactives mirror those of a sister screen read the other way
# NR2E3 ag-1: activates human photoreceptor nuclear receptor NR2E3 | Q9Y5X4 | GST-NR2E3/biotin-RetCOR TR-FRET, 1536-well | inhibition of corepressor binding, % at 4.78 µM | 0.12% of 320,000 active | AID 2300;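 active = percent inhibition above the cutoff of mean plus 3 SD of all tested compounds, set per screening campaign, cut at about 20% in these data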;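 note: 0% = DMSO wells and 100% = biotin wells as full block of FRET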
# Target sequence (Q9Y5X4 whole entry, looked up): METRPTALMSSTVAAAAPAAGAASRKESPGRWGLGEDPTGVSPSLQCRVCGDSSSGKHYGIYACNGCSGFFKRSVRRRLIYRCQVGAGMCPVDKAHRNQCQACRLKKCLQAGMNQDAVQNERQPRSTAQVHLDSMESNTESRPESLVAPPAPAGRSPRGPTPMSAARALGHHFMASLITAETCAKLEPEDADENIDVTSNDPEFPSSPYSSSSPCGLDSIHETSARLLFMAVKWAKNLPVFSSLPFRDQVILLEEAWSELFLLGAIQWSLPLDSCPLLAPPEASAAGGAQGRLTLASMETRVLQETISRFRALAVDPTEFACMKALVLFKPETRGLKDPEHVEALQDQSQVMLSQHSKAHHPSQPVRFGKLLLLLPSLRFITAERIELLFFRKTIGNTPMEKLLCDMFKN
#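 System: GST-tagged NR2E3 plus biotinylated RetCOR corepressor; Buffer or medium: pH 7.5 Tris-based buffer; Probe or stimulus: RetCOR corepressor, biotinylated, 7 nM; Doses: compound at 4.8 µM, single dose; Schedule: 5 h incubation at 4 °C; Technique: time-resolved FRET; Evaluation: percent inhibition of TR-FRET ratio; Replication: one well per compound, singlicate testing.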
# NR2E3 ag-2: agonists of human NR2E3 nuclear receptor; inhibition of corepressor binding, % at 3.98 µM; AID 602229; Q9Y5X4; CHO-S Gal4-NCOR/VP16-NR2E3 two-hybrid, luciferase; 0.35% of 360,000 active;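 active = inhibition above the mean of all tested compounds plus 3 SD, cut at about 70% in these data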;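 note: 0% = DMSO with NR2E3 transfected cells and 100% = cells lacking NR2E3 construct; higher means lower luciferase signal from less NR2E3 corepressor binding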
# TROY signal inh: blocks TROY-dependent signaling in reporter cells. Q293 LMP1-TROYcd NF-kB luciferase reporter, 4 h. 0.98% of 360,000 active. inhibition, % at 10 µM;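 active = compounds whose plate-normalised and pattern-corrected inhibition of the luciferase reporter signal at the single screening dose is 50% or more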
# C8 TRAIL sens: caspase-8 TRAIL sensitization. NB7+C8 cells + TRAIL, ATPlite viability luminescence. inhibition (viability loss, TRAIL sensitization), % at 10 µM. 1% of 360,000 active. AID 624354;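 active = compounds causing at least 50% loss of cell viability in the single-dose screen, relative to plate controls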
# Shn3 3UTR inh: Schnurri-3 reporter inhibition in Clone20 osteoblasts; AID 588674; Clone20 osteoblast Shn3 3'UTR firefly luciferase, 24 h; 0.52% of 360,000 active; inhibition, % at 12.5 µM;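 active = mean inhibition of at least 75% with every replicate also reaching 75%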;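 note: 0% = median of neutral control wells and 100% = pilot-screen positive control compound; some compounds past the cut are filed as inactive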
# Peg3 prom inh: reduces Peg3 promoter-driven luciferase expression in HeLa; 1.7% of 360,000 active; HeLa PEG-Prom luciferase reporter, luminescence, overnight; inhibition, % at 20 µM; AID 588405;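 active = inhibition of at least 50% at 20 µM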
# HIF-2a block: inhibitors of HIF-2a; 786-0 RCC cells HIF-2a reporter, luciferase luminescence, overnight; 0.72% of 360,000 active; AID 624352; inhibition, % at 18.8 µM;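 active = inhibition of the luminescence signal of 40% or more relative to plate controls, in a single-dose primary screen at 18.75 µM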
# CF NFkB block: cystic fibrosis NF-kB activation inhibition; AID 588850; inhibition, % at 5 µM; 0.86% of 360,000 active; KKLEB NF-kB-GFP reporter, PAF-induced, GFP fluorescence overnight;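 active = at least 50% inhibition at 5 µM, scaled per plate between neutral and stimulator controls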;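 note: PAF is a Pseudomonas aeruginosa culture filtrate used as stimulus; plate controls were PAF-stimulated DMSO wells for no effect and unstimulated DMSO wells for full effect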
# TWEAK-Fn14 inh: blocks TWEAK-Fn14 interaction in a reporter cell assay | TWEAK-stimulated Fn14 reporter cells, luciferase luminescence, 8 h | inhibition, % at 10 µM | 2% of 360,000 active | AID 1159606; in the data active = inhibition above about 50%
# Starred values were filed as active, the others as inactive; nt = not tested or not shown. A portion of the library. The share of hits here may be higher or lower than overall.
SMILES,KKLEB cytotox,TRPM1 prom inh,NR2E3 ag-1,NR2E3 ag-2,TROY signal inh,C8 TRAIL sens,Shn3 3UTR inh,Peg3 prom inh,HIF-2a block,CF NFkB block,TWEAK-Fn14 inh
O=C(CSc1ccc2ccccc2c1)NCCc1ccc(O)c(O)c1,-13,-8,3,-13,10,12,71,17,22,44,13
COC(=O)c1cc2ccsc2n1Cc1nc(-c2ccc(Cl)cc2)oc1C,3,5,4,-23,-12,-11,-3,4,8,-12,0
COc1ccccc1C(=O)Nc1ccc(NC(=O)c2ccco2)c(C)c1,-1,0,-4,-22,-10,1,9,-45,-69,4,-35
O=C(Cc1cccs1)N/N=C/C=C\c1ccccc1[N+](=O)[O-],-2,-47,5,-21,-19,-3,-4,-98,-151,-12,-10
Cc1noc(C)c1COC(=O)c1cc(S(=O)(=O)N2CCOCC2)ccc1F,-19,-2,3,2,-9,-14,6,-5,13,-32,7
COc1cc2c(cc1OC)CN(CC(=O)Nc1ccccc1C(=O)NCc1ccccc1)CC2,-7,4,-1,-26,5,-15,15,2,16,-11,22
COc1cc(OC)cc(-n2nc(C(=O)N3CC(C)CC(C)C3)c3ccccc3c2=O)c1 (stereo unspecified),-8,-1,0,-18,10,-15,20,20,10,4,11
CC(C)n1nc(CC(=O)O)c2ccccc2c1=O,3,-7,2,-27,5,2,-8,6,23,21,-7
Cc1cc(C(=O)N/N=C/c2ccc3c(c2)OCO3)c(C)n1-c1ccc(F)cc1,-1,5,4,-3,50*,-5,-5,-26,-37,-17,3
O=[N+]([O-])c1cccc(C=NN2CCCCCC2)c1,0,-49,nt,-54,-62,7,-48,-353,-313,15,-34
NNc1nc2cccnc2n(CCNc2ncc(C(F)(F)F)cc2Cl)c1=O,-18,-10,3,-41,2,8,-14,-7,16,-8,1
CCOC(=O)C1CCN(CCC(=O)Nc2ccccc2)CC1,10,3,1,1,-9,-13,-4,-3,-10,0,-7
O=C(COC(=O)/C=C/c1ccccc1)NCc1ccccc1Cl,0,9,1,-27,5,1,0,12,16,10,-10
CCOC(=O)C1CCN(C(=O)CN(c2cccc(OC)c2)S(=O)(=O)c2ccccc2)CC1,5,2,2,-18,nt,-6,1,6,-8,-7,2
Cc1nc(CN2CCOCC2)cc(=O)[nH]1,4,-9,3,15,1,9,0,15,7,11,1
COc1cccc(C(=O)N/N=C2\SCC(=O)N2Cc2ccc3c(c2)OCO3)c1,-10,-4,0,-9,3,6,17,2,2,-6,1
O=C(Nc1ccc(N2CCOCC2)c(Cl)c1)c1cc(F)c(F)cc1Cl,-3,-18,3,-16,-48,-8,5,-68,-116,1,-44
Cc1cccc[n+]1CC(=O)c1ccccc1,6,4,2,-72,2,-11,6,10,9,-21,3
CCCNC(=O)c1c(N)n(-c2ccc3c(c2)OCO3)c2nc3ccccc3nc12,-16,38,-2,-2,-24,8,12,26,-12,5,11
CN1CCN(c2ncnc3c2ncn3[C@H]2CN(Cc3cccs3)C[C@@H](CO)O2)CC1,-3,nt,nt,-16,12,-4,3,9,5,-91,1

# Rewritten with bars between the fields: part of the list above
molecule | KKLEB cytotox | TRPM1 prom inh | NR2E3 ag-1 | NR2E3 ag-2 | TROY signal inh | C8 TRAIL sens | Shn3 3UTR inh | Peg3 prom inh | HIF-2a block | CF NFkB block | TWEAK-Fn14 inh
O=C(CSc1ccc2ccccc2c1)NCCc1ccc(O)c(O)c1 | -13 | -8 | 3 | -13 | 10 | 12 | 71 | 17 | 22 | 44 | 13
COC(=O)c1cc2ccsc2n1Cc1nc(-c2ccc(Cl)cc2)oc1C | 3 | 5 | 4 | -23 | -12 | -11 | -3 | 4 | 8 | -12 | 0
COc1ccccc1C(=O)Nc1ccc(NC(=O)c2ccco2)c(C)c1 | -1 | 0 | -4 | -22 | -10 | 1 | 9 | -45 | -69 | 4 | -35
O=C(Cc1cccs1)N/N=C/C=C\c1ccccc1[N+](=O)[O-] | -2 | -47 | 5 | -21 | -19 | -3 | -4 | -98 | -151 | -12 | -10
Cc1noc(C)c1COC(=O)c1cc(S(=O)(=O)N2CCOCC2)ccc1F | -19 | -2 | 3 | 2 | -9 | -14 | 6 | -5 | 13 | -32 | 7
COc1cc2c(cc1OC)CN(CC(=O)Nc1ccccc1C(=O)NCc1ccccc1)CC2 | -7 | 4 | -1 | -26 | 5 | -15 | 15 | 2 | 16 | -11 | 22
COc1cc(OC)cc(-n2nc(C(=O)N3CC(C)CC(C)C3)c3ccccc3c2=O)c1 (stereo unspecified) | -8 | -1 | 0 | -18 | 10 | -15 | 20 | 20 | 10 | 4 | 11
CC(C)n1nc(CC(=O)O)c2ccccc2c1=O | 3 | -7 | 2 | -27 | 5 | 2 | -8 | 6 | 23 | 21 | -7
Cc1cc(C(=O)N/N=C/c2ccc3c(c2)OCO3)c(C)n1-c1ccc(F)cc1 | -1 | 5 | 4 | -3 | 50* | -5 | -5 | -26 | -37 | -17 | 3
O=[N+]([O-])c1cccc(C=NN2CCCCCC2)c1 | 0 | -49 | nt | -54 | -62 | 7 | -48 | -353 | -313 | 15 | -34
NNc1nc2cccnc2n(CCNc2ncc(C(F)(F)F)cc2Cl)c1=O | -18 | -10 | 3 | -41 | 2 | 8 | -14 | -7 | 16 | -8 | 1
CCOC(=O)C1CCN(CCC(=O)Nc2ccccc2)CC1 | 10 | 3 | 1 | 1 | -9 | -13 | -4 | -3 | -10 | 0 | -7
O=C(COC(=O)/C=C/c1ccccc1)NCc1ccccc1Cl | 0 | 9 | 1 | -27 | 5 | 1 | 0 | 12 | 16 | 10 | -10

# Next results:
SMILES,KKLEB cytotox,TRPM1 prom inh,NR2E3 ag-1,NR2E3 ag-2,TROY signal inh,C8 TRAIL sens,Shn3 3UTR inh,Peg3 prom inh,HIF-2a block,CF NFkB block,TWEAK-Fn14 inh
Cn1cncc1C#Cc1c(-c2ccc(S(C)(=O)=O)cc2)sc2ccccc12,-8,-15,nt,12,-27,33,73,22,-38,7,-8
Cc1ccc(CNc2ccc3c(c2)ncn3C(C)C)cc1,-15,-97,4,-89,-44,-1,nt,-258,-315,11,3
CCc1ccc(S(=O)(=O)NC(CC(=O)O)c2ccccc2)cc1 (stereo unspecified),-1,1,-4,-6,-23,-2,-1,18,9,-6,1
NS(=O)(=O)c1ccc(NC(=S)NC(=O)c2cccs2)cc1,4,-11,2,-19,-1,-28,nt,-12,-24,4,1
Cc1ccc(C(C)NC(=S)NCc2ccc(F)cc2)c(C)c1 (stereo unspecified),16,7,1,31,19,7,13,33,15,-11,6
CC(C)(C)OC(=O)N(CCc1ccccc1)Cc1cccc(OCc2cccc(NC(=O)C3CC3)c2)c1,-4,8,nt,-8,-6,21,20,1,11,5,17
Nc1nc2c([N+](=O)[O-])cccc2s1,5,-2,0,6,-5,6,-1,-22,6,0,-6
C=CCOc1cccc(C(=O)N2CCCC(Nc3ccc(F)cc3)C2)c1 (stereo unspecified),18,1,1,19,-6,-34,4,9,10,-70,2
Cc1ccc(CNC(=O)CCC2CCCN(Cc3cc4ccccc4o3)C2)o1 (stereo unspecified),8,1,-3,11,4,2,nt,8,7,8,-19
CCOc1ccc(CCNC(=O)Cn2c(=O)c3cccn3c3cccnc32)cc1,-12,3,2,4,-4,-3,9,3,2,5,-26
COc1cc(S(=O)(=O)NC2CCCC2)ccc1F,2,-2,2,-3,24,-2,-22,12,19,8,4
Cc1ccccc1NC(=O)OCc1ccccc1,3,-47,-2,-36,-45,1,-45,-180,-196,5,-28
CC(C)(C)c1ccc(C(=O)NCc2ccc(Cl)cc2)cc1,-15,-36,1,-6,-46,19,-21,-42,-101,7,5
COCCN1Cc2cccc(C(=O)Nc3ccc(C)cc3)c2C1=O,16,-10,0,-12,-10,0,-20,-13,-38,-49,-12
Cc1ccc(NC(=O)N2CCCC(C(=O)O)C2)cc1 (stereo unspecified),-12,-15,0,-12,-26,-9,1,-28,-17,23,-4
COc1cccc(NC(=O)Cn2cnc3c(oc4nc5c(cc43)CCCC5)c2=O)c1,2,1,-4,13,-19,2,-12,-14,-9,3,-17
COC(=O)C(C)NC(=O)c1ccc(C(C)(C)C)cc1 (stereo unspecified),-9,-13,4,-33,-44,10,-54,-98,-100,4,-10
CC(=O)Nc1ccc(NC(=O)CSc2nnc(-c3cccnc3)o2)cc1,37,-7,-1,-23,9,-8,-11,3,4,-27,12
O=C(CN1CCOc2ccccc21)NCc1ccccc1,12,10,3,26,-8,-1,-7,-13,-19,5,-14
Cc1c(NC(=O)CS(=O)(=O)c2ccccc2)c(=O)n(-c2ccccc2)n1C,-2,0,2,-4,-3,-4,7,11,15,3,10

# Overlap with the part before: two compounds; new compounds follow.
SMILES,KKLEB cytotox,TRPM1 prom inh,NR2E3 ag-1,NR2E3 ag-2,TROY signal inh,C8 TRAIL sens,Shn3 3UTR inh,Peg3 prom inh,HIF-2a block,CF NFkB block,TWEAK-Fn14 inh
O=C(CN1CCOc2ccccc21)NCc1ccccc1,12,10,3,26,-8,-1,-7,-13,-19,5,-14
Cc1c(NC(=O)CS(=O)(=O)c2ccccc2)c(=O)n(-c2ccccc2)n1C,-2,0,2,-4,-3,-4,7,11,15,3,10
Cc1cc2ncn(CCOc3ccccc3C#N)c2cc1C,4,-13,0,3,nt,-15,16,-32,-40,6,55*
COc1cccc(C(=O)N(CN2CCCC2=O)c2cccc(Cl)c2)c1,-14,11,6,19,0,2,15,2,4,4,5
CCCCn1c(=O)[nH]c(=O)c2c1nc(Cn1ncc(Cl)c(Cl)c1=O)n2CCC,-81*,92*,5,17,71*,95*,98*,104*,96*,103*,94*
COC(=O)Nc1ccc2ncn(C)c(=O)c2c1,13,nt,2,-14,-18,-5,5,10,11,-13,12
Cc1ccccc1-c1n[nH]nc1C1=CC(=O)C[C@H](c2ccc(F)cc2)C1,-12,nt,nt,1,4,-1,8,25,6,44,-5
CC(C)(C)c1ccc(C(=O)NCC(=O)O)cc1,12,-20,3,13,5,-2,-7,-9,16,-16,3
NNC(=O)C1CCN(S(=O)(=O)c2ccc(Cl)cc2)CC1,6,-6,1,9,4,-19,5,3,10,-12,-9
S=c1[nH]nc(-c2ccc(Cl)cc2Cl)n1-c1ccc(Cl)cc1,1,2,0,33,-2,-7,-1,0,20,-12,5
C=C(C)Cn1c(N2CC(C)CC(C)C2)nc2c1c(=O)[nH]c(=O)n2C (stereo unspecified),-15,4,-1,9,6,7,5,21,6,30,-1
CSc1ncccc1C(=O)OCC(=O)NC(C)C,-24,2,-1,5,-5,-6,-15,-6,4,9,9
COCCN(C(=O)c1snc(C(N)=O)c1N)C(C(=O)NC1CCCCC1)c1cc(OC)c(OC)c(OC)c1 (stereo unspecified),-7,-3,6,-14,0,1,-3,8,18,-12,7
COc1ccc(-c2nnn(CCc3nn[nH]n3)n2)cc1OC,-6,12,2,-3,-4,11,-5,5,11,-7,1
O=C1CCc2cc(S(=O)(=O)NC(Cc3ccccc3)C(=O)NC3CCCC3)ccc2N1 (stereo unspecified),-5,3,-1,8,6,-4,-7,7,2,14,5
Cc1ccc(C(=O)NCCN2CCC(n3c(=O)[nH]c4ccccc43)CC2)cc1F,nt,nt,nt,-5,-15,6,nt,nt,-1,nt,-3
